CCHFV vOTU inh – CCHFV vOTU protease inhibitors, primary screen, biochemical, Pep-AMC substrate, fluorescence | inhibition, % at 11.5 µM | Crimean-Congo hemorrhagic fever virus L polyprotein viral ovarian tumor (vOTU) protease … | 0.55% of 370,000 active; in the data active means inhibition above about 30%; further: 0% = vehicle wells with enzyme and 100% = no enzyme wells
BoNT A protease – BoNT/A light chain protease inhibitors, primary screen, biochemical, flow cytometry, MLPCN library | AID 588499, 2011 | Botulinum neurotoxin type A light chain protease (Clostridium botulinum A str. ATCC 3502) | 0.17% of 360,000 active | inhibition, % at 10 µM | multiplex microsphere protease substrate cleavage; further: plate controls were buffer without enzyme for full effect and enzyme alone for no effect
DUSP3 inh – VHR1 phosphatase inhibitors, primary screen, biochemical, absorbance, uHTS; Dual specificity protein phosphatase 3 (Homo sapiens), P51452; recombinant VHR phosphatase, pNPP absorbance; inhibition, % at 13.3 µM; 0.52% of 290,000 active; AID 1654, 2009; in the data active means inhibition above about 50%; further: some compounds called inactive have numbers as strong as hits
Target sequence (P51452 whole entry, looked up): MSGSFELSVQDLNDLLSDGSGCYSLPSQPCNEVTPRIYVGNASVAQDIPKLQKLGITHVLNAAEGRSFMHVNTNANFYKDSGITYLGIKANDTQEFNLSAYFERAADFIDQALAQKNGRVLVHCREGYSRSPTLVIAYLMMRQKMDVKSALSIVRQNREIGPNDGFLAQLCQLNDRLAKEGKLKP
Rv3671c inh – Rv3671c serine protease inhibitors, primary screen, biochemical, fluorescence polarization, M. tuberculosis H37Rv | inhibition, % at 5.96 µM | 0.048% of 320,000 active; in the data active means inhibition above about 38%;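 further: extracellular domain of Rv3671c used as enzyme; 0% = enzyme with DMSO and 100% = no enzyme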
Target sequence (P9WHR9 whole entry, looked up, the tested form may be a part): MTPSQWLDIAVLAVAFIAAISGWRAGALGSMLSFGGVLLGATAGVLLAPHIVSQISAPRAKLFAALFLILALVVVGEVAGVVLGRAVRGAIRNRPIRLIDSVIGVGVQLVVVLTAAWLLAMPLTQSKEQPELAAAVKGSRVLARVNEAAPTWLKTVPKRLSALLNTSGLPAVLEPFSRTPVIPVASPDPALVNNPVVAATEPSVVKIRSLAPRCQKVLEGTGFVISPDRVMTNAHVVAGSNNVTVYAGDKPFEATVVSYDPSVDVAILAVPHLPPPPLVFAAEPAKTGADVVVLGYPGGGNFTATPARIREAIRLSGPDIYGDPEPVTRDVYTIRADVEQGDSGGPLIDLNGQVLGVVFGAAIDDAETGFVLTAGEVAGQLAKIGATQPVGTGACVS
BoNT-F LC inh – BoNT/F light chain protease inhibitors, primary screen, biochemical, flow cytometry, MLPCN library; Botulinum neurotoxin type F light chain protease (Clostridium botulinum); Multiplex microsphere protease cleavage assay; inhibition, % at 10 µM; 0.22% of 360,000 active; AID 588497, 2011; in the data active means inhibition above about 35%, passing the limit was not always enough; further: plate controls were buffer without enzyme for full effect and enzyme alone for no effect
MazF activator – activators of E. coli MazEF toxin-antitoxin RNase, primary screen, biochemical, fluorescence, uHTS; Endoribonuclease toxin MazF (Escherichia coli (strain K12)), P0AE70; FAM/BHQ RNA-DNA oligo cleavage fluorescence, 5 h; activation, % at 20 µM; 0.32% of 350,000 active; AID 504720, 2011; in the data active means activation above about 50%
Target sequence (P0AE70 whole entry, looked up): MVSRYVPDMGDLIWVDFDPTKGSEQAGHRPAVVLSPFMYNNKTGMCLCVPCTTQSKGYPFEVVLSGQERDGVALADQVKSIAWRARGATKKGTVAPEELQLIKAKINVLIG
SSB-PriA inh – inhibitors of Klebsiella pneumoniae PriA binding to SSB C-terminal tail, primary screen, biochemical, AlphaScreen; PriA–SSB C-terminal tail interaction (Klebsiella pneumoniae); AID 1272365, 2023; inhibition, % at 33 µM; AlphaScreen SSBct-PriA binding, biotinylated peptide; 0.6% of 430,000 active; in the data active means inhibition mostly above about 37%, no sharp cut-off; inactive means mostly below about 20%;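 further: plate controls were negative control peptide for no effect and reference peptide for full effect; strong numbers were not always called active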
Anthrax LF prot – Bacillus anthracis LF protease inhibitors, primary screen, biochemical, multiplex microsphere, MLPCN library. multiplex microsphere protease cleavage assay. inhibition, % at 10 µM. 0.12% of 360,000 active; further: plate controls were buffer without enzyme for full effect and enzyme alone for no effect
PrPC TRFRET – inhibitors of human cell surface prion protein PrPC, primary screen, cell-based, TR-FRET | Major prion protein (Homo sapiens), P04156 | AID 720596, 2013 | TR-FRET read-out | inhibition, % at 13.8 µM | 0.43% of 370,000 active; in the data active means inhibition above about 24%; further: 0% = median of the test wells and 100% = reference compound wells
3CLpro inhibitor – SARS-CoV 3CLpro protease inhibitors, primary screen, biochemical, quenched FRET; recombinant SARS-CoV 3CLpro, quenched FRET peptide cleavage; inhibition, % at 6 µM; 0.14% of 290,000 active; AID 1706, 2009; in the data active means inhibition above about 12%
The depositor's hits bear a star; nt = not tested or not shown. Unless noted, no stated cut-off is given here; in the data, active means inhibition above about 30%; inconclusive means no clear call, values can overlap the other calls; inactive means below that.

Each structure is followed by: MazF activator | SSB-PriA inh | Rv3671c inh | Anthrax LF prot | PrPC TRFRET | 3CLpro inhibitor | CCHFV vOTU inh | BoNT-F LC inh | BoNT A protease | DUSP3 inh
> CC(C)CC(=O)Nc1ccccc1N1CCN(c2ccc(F)cc2)CC1
  -3 | -3 | -2 | -3 | -8 | -2 | 8 | -15 | -3.5 | 6
> COC(=O)c1cc(-c2ccccc2)n(CCN)c1C
  8 | 3 | -2 | -3 | -1 | nt | 5 | -8 | 0.0 | nt
> CCOc1ccc(C2=Nn3c(nnc3-c3ccco3)SC2)cc1
  11 | -7 | -1 | -1 | -4 | 2 | 11 | 2 | 0.7 | 8
> COc1cc(S(=O)(=O)Nc2ccccc2N2CCCCC2)ccc1NC(C)=O
  -2 | -10 | -5 | -6 | 11 | nt | 6 | -9 | -0.2 | nt
> CCCCn1c(N)c(N(CCOC)C(=O)CCS(=O)(=O)c2ccc(C)cc2)c(=O)[nH]c1=O
  -1 | nt | nt | 3 | -5 | nt | 1 | 3 | -0.1 | nt
> COc1ccccc1C(=O)Nc1nnc(-c2ccc(F)cc2)o1
  7 | -6 | 1 | -8 | 2 | 0 | -2 | -13 | -2.0 | 4
> Cc1ccc2cc(C#N)c(SCC(=O)NCc3ccco3)nc2c1
  6 | -24 | -21 | -4 | 0 | 1 | -4 | 10 | 0.4 | 14
> CCN1CCN(C(C(=O)NC2CCCCC2)c2ccnc3ccccc23)CC1 (centres undefined)
  nt | nt | nt | -2 | -1 | nt | 0 | -2 | -0.1 | nt
> O=C(COc1ccc(Cl)cc1Br)OCC(=O)c1ccc[nH]1
  5 | -2 | -4 | 5 | -5 | nt | 13 | 2 | -0.8 | nt
> CCOC(=O)c1ccccc1NC(=O)Cn1cnc2c(nnn2-c2ccc(C)cc2)c1=O
  20 | -10 | -1 | -4 | -1 | 2 | 5 | -9 | -0.6 | -2
> O=C1c2ccccc2/C(=C\C#Cc2ccccn2)N1c1ccccc1
  -2 | 8 | -10 | 9 | -1 | nt | 7 | 2 | 1.7 | nt
> CCOC(=O)Cc1csc(NC(=O)CSc2nncn2C)n1
  1 | 1 | -3 | -4 | 0 | 4 | -6 | -5 | 0.5 | 18
> CS(=O)(=O)c1ccccc1C(=O)Nc1cc2c(cc1C(=O)O)OCCCO2
  9 | -12 | -14 | 7 | -2 | 1 | -13 | 19 | -0.6 | 22
> CC(C)OC(=O)CSc1nnc(Cc2ccccc2)n1CC1CCCO1 (centres undefined)
  5 | -5 | 0 | -2 | -4 | -2 | 10 | -15 | -0.1 | 37
> OCCC1CN(Cc2cnc(N3CCOCC3)s2)CCN1C1CCCC1 (centres undefined)
  2 | 2 | 5 | -1 | -3 | 5 | 4 | 2 | -0.7 | 31
> CC(C(=O)Nc1ccc2c(c1)OCCO2)n1nnc(-c2ccccc2)n1 (centres undefined)
  -1 | -14 | -1 | 0 | -6 | -1 | 5 | -1 | 0.7 | 19
> O=C(c1ccc2c(c1)OCO2)C1CCCN(Cc2ccc(OC(F)F)cc2)C1 (centres undefined)
  3 | -1 | -2 | -2 | 3 | -2 | 16 | -1 | 0.4 | -26
> COC(=O)[C@@H](NS(=O)(=O)c1ccc(F)cc1Br)C(C)C
  0 | nt | nt | 1 | 4 | nt | 3 | -5 | -0.1 | nt
> COc1ccccc1CN(C)C[C@@H]1OCc2cnnn2CCCC(=O)N([C@@H](C)CO)C[C@H]1C
  4 | nt | nt | -3 | 4 | nt | -2 | -3 | -0.2 | nt
> CSc1ccc(/C=N/NC(=O)c2sccc2C)cc1
  -10 | nt | -7 | -3 | 1 | 3 | 7 | 7 | 1.7 | 3
> O=C(c1ccco1)N1CCN(S(=O)(=O)c2ccc(S(=O)(=O)NC3CCCC3)cc2)CC1
  5 | 14 | -11 | -2 | -2 | 2 | 22 | -3 | -0.1 | 7
> O=C(Cn1nnc(-c2ccccc2NC(=O)c2ccccc2)n1)Nc1ccc2c(c1)OCCO2
  30 | -5 | -8 | 3 | 3 | 5 | 0 | -5 | -0.1 | 14
> COc1ccccc1-n1c(-c2ccccc2Cl)nc2ccccc2c1=O
  -4 | 1 | 7 | -14 | -8 | -8 | 0 | 11 | -1.3 | 34
> Cc1ccc(S(=O)(=O)/N=C2/NC(=O)/C(=C/c3ccncc3)S2)cc1
  nt | nt | 7 | nt | -4 | 3 | -3 | nt | nt | 4
> O=C(Nc1c(Cl)cc(Cl)cc1C(=O)NCCN1CCOCC1)c1ccc(Cl)cc1Cl
  -5 | -23 | -1 | 0 | 8 | 1 | -2 | -1 | -0.4 | 18
> Cn1c(/C(C#N)=C(\O)COc2ccc3ccccc3c2)nc2ccccc21
  174* | -7 | 6 | -2 | 3 | 7 | -10 | 0 | -0.2 | -5
> Cc1cc(C)cc(NC(=S)Nc2cccc3cnccc23)c1
  0 | 14 | nt | -5 | -1 | 1 | 11 | -11 | 0.5 | 26
> c1ccc(CCNc2ncnc3sccc23)nc1
  -6 | 3 | 9 | 3 | 12 | -2 | 10 | 2 | -0.6 | 20
> COc1ccc(C2=NCC(CSc3nccc(=O)[nH]3)S2)cc1 (centres undefined)
  -3 | -1 | 8 | 1 | -2 | 4 | 8 | -23 | -1.3 | 29
> Cn1c(SCc2nc(-c3ccc(Cl)cc3)no2)nnc1-c1ccccc1
  -19 | -2 | 15 | -3 | 2 | 8 | -11 | -5 | -1.4 | 20

Overlap with the part before: two compounds, then new ones.
Each structure is followed by: MazF activator | SSB-PriA inh | Rv3671c inh | Anthrax LF prot | PrPC TRFRET | 3CLpro inhibitor | CCHFV vOTU inh | BoNT-F LC inh | BoNT A protease | DUSP3 inh
> COc1ccc(C2=NCC(CSc3nccc(=O)[nH]3)S2)cc1 (centres undefined)
  -3 | -1 | 8 | 1 | -2 | 4 | 8 | -23 | -1.3 | 29
> Cn1c(SCc2nc(-c3ccc(Cl)cc3)no2)nnc1-c1ccccc1
  -19 | -2 | 15 | -3 | 2 | 8 | -11 | -5 | -1.4 | 20
> Cc1ccccc1OCCCCN1CCCCC1
  2 | -5 | nt | 9 | -5 | -6 | 13 | 20 | 0.5 | -15
> COc1ccccc1/C=C/C(=O)NCC(=O)N/N=C/c1ccc(C(=O)O)cc1
  11 | nt | -4 | -4 | 4 | -4 | 3 | -3 | -1.0 | 17
> CC1CCCN(CC(=O)Nc2ccc(S(=O)(=O)NC3CCCCC3)cc2)C1 (centres undefined)
  1 | -7 | -12 | 0 | 7 | 1 | 1 | 0 | 0.4 | 4
> COc1ccccc1N(C)S(=O)(=O)c1ccc(Cl)c(C(=O)N2CCC(C(N)=O)CC2)c1
  10 | 7 | -10 | -1 | 6 | 2 | 10 | -6 | -1.0 | -3
> O=C(Nc1ccc(Cl)cc1)C1CCCN1C(=O)NCc1ccccc1 (centres undefined)
  9 | -2 | 0 | 0 | 8 | -5 | -6 | -10 | -3.2 | 39
> O=C(O)c1cccc(Cn2c(Cl)c(/C=N/Nc3ccccc3)sc2=O)c1
  -33 | nt | -7 | -3 | nt | 5 | nt | -1 | -1.3 | -5
> Cc1cc(C(=O)CSc2nc(N)cc(=O)[nH]2)c(C)n1-c1cccc(F)c1
  -8 | 8 | -1 | -7 | 7 | 1 | -13 | -5 | -1.5 | 7
> C#CCOCCOCCOCCNc1nc(N2CCN(C(=O)[C@H](CCCCN)n3cc(CN)nn3)CC2)nc(N2CCN(C(=O)[C@H](CO)n3cc([C@@H](N)C(C)C)nn3)CC2)n1
  -19 | -6 | 0 | -7 | 3 | nt | 1 | -4 | -0.5 | nt
> Cc1cc(NCCN2CCOCC2)n2nc(C)c(-c3ccccc3)c2n1
  13 | -9 | 5 | -4 | 3 | 1 | 11 | -28 | -0.1 | 11
> COc1cc(C2NC(=O)NC(C)=C2C(=O)Nc2cccc(C)c2C)cc(OC)c1OC (centres undefined)
  -3 | -5 | 1 | 3 | -1 | -6 | -6 | 4 | 1.0 | 18
> O=S(=O)(NCc1ccccc1Cl)c1ccc(-n2cnnn2)cc1
  7 | 2 | 4 | 6 | -2 | 1 | -1 | 8 | 0.8 | -8
> CC(C)CNCC(=O)N1c2ccccc2Sc2ccccc21
  2 | -12 | -1 | 1 | -8 | -2 | 12 | -13 | 0.0 | 31
> O=C(CN(CC1CCCO1)C(=O)CNS(=O)(=O)c1ccc(Cl)cc1)NCC1CCCO1 (centres undefined)
  0 | -2 | 1 | 1 | -6 | -4 | 4 | -3 | 0.4 | 18
> CC1=CC(=C(C#N)C#N)C=C(C)N1CCN1CCN(C(=O)Nc2ccc(Cl)c(Cl)c2)CC1
  29 | -12 | -17 | 1 | -7 | -4 | 7 | -8 | -1.0 | 0
> Cc1ccc(NC(=O)c2cc(S(=O)(=O)N3CCCCC3)ccc2N2CCOCC2)cc1
  1 | nt | nt | 1 | 9 | nt | 0 | -5 | 0.6 | nt
> COc1ccc(NC(=S)N2CCC(N(C)CC3CCCO3)CC2)cc1Cl (centres undefined)
  6 | -6 | -10 | -1 | -4 | 4 | 5 | -3 | 0.0 | 38
> COCCN(Cc1ccc(OC)cc1)c1c(C)nc2ccc(C(=O)Nc3ccc(NC(C)=O)cc3)cn12
  nt | nt | nt | -4 | -2 | nt | 8 | 4 | 0.4 | nt
> O=C(COC(=O)c1cc2c(s1)CCC2)Nc1ccc(F)cc1
  -6 | -3 | -8 | 0 | 3 | 0 | 10 | -8 | 1.6 | 12
> CC(=O)Nc1ccc(NC(=S)Nc2ccc(Br)cc2)cc1
  5 | 2 | 9 | -1 | 6 | -1 | -7 | -8 | -0.4 | -15
> Cc1ccccc1-c1csc(C(O)c2ccc(F)c(F)c2)n1 (centres undefined)
  nt | nt | nt | -1 | -4 | nt | 8 | 4 | 0.2 | nt
> COc1ccc(NS(=O)(=O)c2ccc(C)c(C(=O)O)c2)cc1
  2 | -3 | -4 | -4 | 0 | -7 | -6 | -1 | -0.7 | -12
> COCCn1c(N)c(Sc2ccccc2[N+](=O)[O-])c(=O)[nH]c1=O
  0 | -9 | 4 | 6 | -25 | 1 | 14 | -2 | -1.1 | 9
> CCOc1ccc(C2NC(=O)c3n[nH]c(C)c32)cc1 (centres undefined)
  6 | -9 | 5 | -1 | -2 | 3 | -1 | -5 | -0.9 | 13
> O=C(Cn1nc(-c2ccccc2Cl)ccc1=O)Nc1ccc(Br)cc1
  -4 | 3 | 6 | -2 | -3 | 2 | -11 | 1 | -0.6 | -1
> CCS(=O)(=O)Nc1ccc(-c2nnc(SCC(=O)c3cccc(OC)c3)o2)cc1
  14 | -2 | -10 | -4 | nt | -6 | nt | -1 | -1.0 | 31
> Cc1c(NC(=S)NC(=O)C(C)(C)C)c(=O)n(-c2ccccc2)n1C
  -5 | -1 | -1 | -2 | -3 | -4 | -3 | -4 | -0.2 | -3
> CSc1ncccc1C(=O)NC(C)C1CC2CCC1C2 (centres undefined)
  2 | -14 | 1 | 0 | 2 | 0 | -5 | -2 | 0.4 | 12

Bioassay records from PubChem BioAssay.

These rows are one share of the data, so the mix of outcomes need not match the whole.
